TDP1 cell CPT: growth inhibition of DT40 Tdp1-/-;hTDP1 cells with camptothecin (screen for TDP1 inhibitors) | Potency, µM (highest dose often 46.2 µM), without a hit: at the top dose activity change, negative = growth inhibition, usual class: inhibitors | actives 12% (n = 420,000) | chicken DT40 Tdp1-/-;hTDP1 cells + 20 nM CPT, ATP luminescence, 48 h; note: nearly all actives have a fitted effect of over 55% in size
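Chicken DT40 Tdp1-/- cells stably complemented with human TDP1 were seeded at 400 cells/well in medium containing 20 nM camptothecin, exposed to pin-transferred compounds, and grown at 37 °C for at least 48 hr. Viability was read as ATP luminescence.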
TDP1 block: blocks human tyrosyl-DNA phosphodiesterase 1 | recombinant TDP1, AlphaScreen DNA substrate cleavage | Potency, µM (series often up to 130 µM), inactives show top-dose activity change, negative = inhibition, usual class: inhibitors | actives 0.28% (n = 350,000) | AID 485290; note: nearly all actives have a fitted effect of over 40% in size
Target sequence (Q9NUW8 whole entry, looked up): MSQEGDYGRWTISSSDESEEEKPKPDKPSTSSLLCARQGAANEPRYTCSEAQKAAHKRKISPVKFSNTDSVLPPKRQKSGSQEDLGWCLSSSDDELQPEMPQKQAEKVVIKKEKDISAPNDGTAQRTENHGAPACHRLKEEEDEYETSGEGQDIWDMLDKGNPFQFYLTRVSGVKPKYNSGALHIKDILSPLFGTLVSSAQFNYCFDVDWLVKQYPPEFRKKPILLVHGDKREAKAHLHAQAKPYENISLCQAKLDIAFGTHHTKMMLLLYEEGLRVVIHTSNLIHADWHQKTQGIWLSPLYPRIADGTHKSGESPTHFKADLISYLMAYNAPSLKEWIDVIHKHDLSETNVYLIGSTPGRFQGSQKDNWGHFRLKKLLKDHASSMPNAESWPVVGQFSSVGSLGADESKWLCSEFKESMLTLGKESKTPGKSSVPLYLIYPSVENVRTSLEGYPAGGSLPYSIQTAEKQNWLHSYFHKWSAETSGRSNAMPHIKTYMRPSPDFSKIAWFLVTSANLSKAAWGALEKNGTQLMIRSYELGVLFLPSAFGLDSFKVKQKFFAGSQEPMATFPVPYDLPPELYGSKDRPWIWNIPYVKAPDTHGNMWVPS
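Here, a 5' biotin and 3' phosphotyrosine-FITC DNA oligonucleotide reports Tdp1 activity: intact substrate bridges AlphaScreen beads, while cleavage leaves a 3' phosphate and drops signal. All incubations at room temperature.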
TDP1 cell noCPT: qHTS for Inhibitors of human tyrosyl-DNA phosphodiesterase 1 (TDP1): qHTS in cells in absence of CPT. DT40 Tdp1-/- hTDP1 cells, no CPT, ATP luminescence, 48 h. Potency, µM (highest dose often 46.2 µM), without a hit: top-dose activity change, negative = growth inhibition, hits mostly inhibitors. actives 15% (n = 420,000); note: nearly all actives have a fitted effect of over 55% in size
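Seeded 400 DT40-hTDP1 cells/well (vehicle DMSO, no 20 nM CPT); pinned compounds; ≥48 hr at 37 °C; CellTiter-Glo luminescence as viability measure.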
* hit, by the source's call; ? = inconclusive; / = no result given; & = joins results of further samples. Calls come from the whole dose curve; as a rule, active = well fitted curve in the direction sought with a large enough effect; inconclusive = small, poorly fitted or top-dose-only effect, or another doubt; inactive = no such curve, though single readings can be large; an effect the other way counts as inactive or inconclusive. % is set by controls: 0 for no effect and ±100 for the full control effect; potency is the fitted concentration of half-maximal effect. The order is random; any-hit rate near 18%.

SMILES	TDP1 cell CPT	TDP1 block	TDP1 cell noCPT
COc1ccc(NC(=O)CN(C)C(=O)c2c(-c3ccccc3Cl)noc2C)cc1	-4%	-12%	?
COc1ccc(N)cc1-n1c(C)ccc1C	7.3µM*	7%	-24%
COc1ccc(-c2nn(-c3ccccc3)cc2C(=O)N2CCN(S(=O)(=O)c3ccccc3[N+](=O)[O-])CC2)cc1	-26%	/	?
Cc1cc(NC(=O)CSc2n[nH]c(=O)[nH]c2=O)ccc1Br	10%	3%	3%
O=C(CC(=O)N1CCN(c2ccccn2)CC1)Nc1ccc2nc3n(c(=O)c2c1)CCCCC3	-14%	0%	-7%
CS(=O)(=O)Nc1cccc(-c2ccc3ncnc(N4CCNCC4)c3c2)c1	15µM*	/	?
O=C1/C(=C/c2ccccn2)SC(=S)N1NS(=O)(=O)c1ccccc1	-6%	5%	?
O=C(Nc1nc2ccc(F)cc2s1)c1ccc([N+](=O)[O-])o1	6.5µM*	/	7.3µM*
Cc1c(C)c2ccc(OCC(=O)NCCCn3ccnc3)cc2oc1=O	12%	4%	-22%
O=C(COc1coc(CN2CCc3ccccc32)cc1=O)Nc1cccc(F)c1	-19%	-2%	-11%
Cn1c(CNC(=O)C2CCCCC2)cc2ccccc21	-17%	/	?
Cc1cc(S(=O)(=O)NCC(C)C)ccc1OCC(=O)NCc1ccccn1	-5%	3%	-10%
CSc1nc(C)c(CCOC(=O)c2ccccc2)c(=O)[nH]1	-5%	-2%	?
COc1ccc(S(=O)(=O)Nc2noc3ccccc23)cc1	-5%	/	-11%
CS(=O)(=O)N1CCC[C@@]2(CCN(Cc3nccs3)C2)C1	10%	/	-6%
COc1ccccc1CC(=O)Nc1ccc(S(=O)(=O)N2CCN(C)CC2)cc1	7%	0%	-1%
COc1cc(C)c(NC(=S)Nc2ccc(Cl)c(Cl)c2)cc1OC	?	6%	?
CCOc1ccc(S(=O)(=O)N2CCN(C(=O)c3oc4ccc(OC)cc4c3C)CC2)cc1	?	3%	?
C=CCNC(=O)NC(=O)COC(=O)CC(NC(N)=O)c1ccc(Cl)cc1 (stereo not given)	-15%	0%	?
COC(=O)c1ccccc1NC(=O)c1cccc(COc2ccccc2Cl)c1	9.2µM*	-11%	8.2µM*
O=C(Cc1ccc2c(c1)OCCO2)N1CCN(c2ccccc2)CC1	-8%	0%	?
CSCCC(NC(=O)COc1ccccc1)C(=O)NCC(C)(C)N1CCOCC1 (stereo not given)	7%	/	-2%
COc1ccccc1-c1noc(CCCC(=O)Nc2cccc(C(F)(F)F)c2)n1	?	4%	18µM*
Cc1nc2ccccn2c1C(=O)NCc1ccc2c(c1)OCO2	?	5%	?
Nn1c(SCC(=O)NCCN2C(=O)CSC2=O)nnc1-c1ccc(OC(F)F)cc1	4%	-3%	-5%
Cc1cccc(CSc2nc3[nH]ncc3c(=O)[nH]2)c1	-23%	10%	-21%
CCOc1ccc2c(c1)-c1c(ssc1=S)C(C)(C)N2C(=O)CSC1=NCCS1	?	13%	12µM*
COc1ccccc1N1CCN(C(=O)C2CCCN(S(=O)(=O)c3ccc4c(c3)oc(=O)n4C)C2)CC1 (stereo not given)	26µM*	4%&2%	8.2µM*
CCCn1c(CN2CCCCC2C)nc2c1c(=O)n(C)c(=O)n2C (stereo not given)	?	4%	?
CS(=O)(=O)N1CCN(C(=O)c2ccccc2)C1	-2%	4%	2%
CCc1nc2ccc(C(=O)N(CC)CCN(C)C)cn2c1N(C)C(=O)C1CCCCC1	10%	/	0%
O=C1CN(C(=O)COC(=O)c2cccc(OCc3ccccc3)c2)c2ccccc2N1	-15%	5%	?
COCOCCn1cc(CN2CCS(=O)(=O)N(Cc3ccc(-c4ccc(F)nc4)cc3)C(C)C2=O)nn1 (stereo not given)	-1%	/	-19%
COc1cc(Cl)c(C)cc1NC(=O)CNC(=O)Cn1ccc2ccccc2c1=O	-3%	0%	-8%
CCC(CC)C(=O)Nc1c(C(=O)N2CCN(c3ccccc3F)CC2)oc2ccccc12	15µM*	6%	10µM*
COc1cc([C@@H]2CC=C(C(=O)O)[C@H](c3ccccc3)N2S(=O)(=O)c2ccc(C)cc2)cc(OC)c1OC	-6%	1%	-6%

The closing two records of the section above lead into the next:
SMILES	TDP1 cell CPT	TDP1 block	TDP1 cell noCPT
CCC(CC)C(=O)Nc1c(C(=O)N2CCN(c3ccccc3F)CC2)oc2ccccc12	15µM*	6%	10µM*
COc1cc([C@@H]2CC=C(C(=O)O)[C@H](c3ccccc3)N2S(=O)(=O)c2ccc(C)cc2)cc(OC)c1OC	-6%	1%	-6%
COC(=O)c1sc(-c2ccccc2)cc1NC(C)=O	14%	2%	0%
O=C(NCc1ccc2c(c1)OCO2)C(=O)NCC1OCCCN1S(=O)(=O)c1ccccc1 (stereo not given)	-3%	/	-25%
COc1ccc(N2CCN(C3CCCN(C(=O)CCN4CCCCO4)C3)CC2)cc1 (stereo not given)	9%	/	24%
CN1c2ccsc2C(O)=C(C(=S)Nc2ccccc2)S1(=O)=O	15µM*	-2%	23µM*
N#Cc1cccc(NC(=O)c2nc(-c3ccccc3)n(-c3ccccc3)n2)c1	?	6%	18µM*
CCOC(=O)N1CCc2c(sc3c2c(=O)n(Cc2ccccc2)c(=O)n3Cc2ccccc2Cl)C1	?	6%	?
O=C(c1cc(-c2cccc(Cl)c2)on1)N1CCOCC1	18%	8%	-6%
O=C(Nc1scc(-c2ccccc2)c1C(=O)O)c1ccccc1Cl	5%	/	-1%
C#CCOCCOCCOCCNc1nc(N2CCN(C(=O)[C@H]([C@@H](C)CC)n3cc(CCCCN)nn3)CC2)nc(N2CCN(C(=O)[C@H]([C@@H](C)CC)n3cc(CCCN=C(N)N)nn3)CC2)n1	3%	1%	3%
CC(C)(C)OC(=O)N1CCCC1C(=O)N1CCCC1C(=O)N1CCCC1C(=O)O (stereo not given)	0%	3%	18%
O=C(Nc1ccccc1C(F)(F)F)C1CCCC1	5%	/	4%
CCc1ccc(OCCNC(=O)OCc2ccccc2)cc1	-4%	-13%	?

Grouped by structure, those above containing a Cl atom.
SMILES	TDP1 cell CPT	TDP1 block	TDP1 cell noCPT
COc1ccc(NC(=O)CN(C)C(=O)c2c(-c3ccccc3Cl)noc2C)cc1	-4%	-12%	?
COc1cc(C)c(NC(=S)Nc2ccc(Cl)c(Cl)c2)cc1OC	?	6%	?
C=CCNC(=O)NC(=O)COC(=O)CC(NC(N)=O)c1ccc(Cl)cc1 (stereo not given)	-15%	0%	?
COC(=O)c1ccccc1NC(=O)c1cccc(COc2ccccc2Cl)c1	9.2µM*	-11%	8.2µM*
COc1cc(Cl)c(C)cc1NC(=O)CNC(=O)Cn1ccc2ccccc2c1=O	-3%	0%	-8%
CCOC(=O)N1CCc2c(sc3c2c(=O)n(Cc2ccccc2)c(=O)n3Cc2ccccc2Cl)C1	?	6%	?
O=C(c1cc(-c2cccc(Cl)c2)on1)N1CCOCC1	18%	8%	-6%
O=C(Nc1scc(-c2ccccc2)c1C(=O)O)c1ccccc1Cl	5%	/	-1%

Further structures:
SMILES	TDP1 cell CPT	TDP1 block	TDP1 cell noCPT
CCc1cnc2c(c1SCC(=O)N1CCC(C)CC1)c(=O)n(C)c(=O)n2C	21µM*	5%	21µM*
CC(CNS(=O)(=O)c1ccc(Cl)cc1)n1cncn1 (stereo not given)	-5%	0%	-12%
CCn1c(=O)[nH]c(=O)c2c(N)c(C(=O)c3cc(F)ccc3F)sc21	-29%	/	-28%
Cc1cccc(N2CCN(C(=O)c3cc4c(=O)n(C)c5ccccc5c4n3C)CC2C)c1 (stereo not given)	18µM*	11%	9.2µM*
CC(=O)c1cccc(N(C(=O)CNC(=O)c2ccco2)C(C(=O)NC2CCCC2)c2ccc(C)o2)c1 (stereo not given)	11%	-3%	-8%
O=C(NCc1ccccc1)/C(=C/c1ccc(OC(F)F)cc1)c1ccccc1	?	-3%	?
CC(C)=CCC/C(C)=C/CC/C(C)=C/CC/C=C(\C)CC/C=C(\C)CCC=C(C)C	-3%&6%	/	-25%&-3%
CSc1ccccc1N=Cc1nc(-c2ccccc2)oc1O	-18%	-6%	?
CCn1c(SCc2ccccc2Cl)nc2nc3c(cc2c1=O)CCCC3	16µM*	2%	23µM*
COC(=O)NN1C(=O)C(c2ccccc2)=C(c2ccc(Cl)cc2)C1=O	1%	/	?
CN(C)c1ccc(-c2nc(Nc3ccncc3)c3ccccc3n2)cc1	9.2µM*	15%	5.8µM*
CCOc1cc(/C=C2\SC(=S)N(N3CCOCC3)C2=O)ccc1O	-3%	/	-21%

Part of the list above in order of heavy-atom count, falling.
SMILES	TDP1 cell CPT	TDP1 block	TDP1 cell noCPT
COc1ccccc1-c1noc(CCCC(=O)Nc2cccc(C(F)(F)F)c2)n1	?	4%	18µM*
Cc1cc(S(=O)(=O)NCC(C)C)ccc1OCC(=O)NCc1ccccn1	-5%	3%	-10%
O=C(Nc1scc(-c2ccccc2)c1C(=O)O)c1ccccc1Cl	5%	/	-1%

Going on with the list.
SMILES	TDP1 cell CPT	TDP1 block	TDP1 cell noCPT
O=C(NCc1ccccc1)N(Cc1cc2cc3c(cc2[nH]c1=O)OCO3)CC1CCCO1 (stereo not given)	-28%	2%	?
O=C(Nc1ccc(Cl)c(C(F)(F)F)c1)NC1CC2CCCC(C1)N2C1CC1 (stereo not given)	11µM*	/	11µM*
COc1cc2c(cc1OC)C(c1ccccc1C(F)(F)F)CC(=O)N2 (stereo not given)	-3%	/	?
O=C(C(O)c1ccccc1)N1CCN(S(=O)(=O)c2ccc(F)c(F)c2)CC1 (stereo not given)	2%	/	1%
O=C(c1ccc(Cl)c(Cl)c1)N1CCCC1	4%	0%	-8%
COc1ccc(C)cc1NC(=O)C(=O)NCCc1csc(-c2ccc(C)cc2)n1	?	7%	?
COc1cccc(C(C)(O)c2nc(-c3cc4ccccc4o3)cs2)c1 (stereo not given)	16µM*	/	23µM*
OC(c1ccccc1)(C1CCCCC1)C(CN1CCOCC1)c1ccccc1 (stereo not given)	18µM*	/	23µM*
COc1cc(/C=C/C(=O)Nc2ccc3nc4n(c(=O)c3c2)CCCC4)cc(OC)c1OC	?	3%	?
Cn1c(=O)c(C(=O)CSc2nnc(Nc3ccccc3)s2)c(N)n(Cc2ccccc2)c1=O	-20%	7%	-13%
Cc1ccc(/C=C/c2onc(C)c2S(=O)(=O)N2CCC(C(=O)N3CCOc4ccc(C)cc43)CC2)cc1	?	3%	?
Cc1ccc(NC(=O)C2CCN(C(=O)c3ccccc3C)CC2)cc1	1%	0%	-28%
Cc1ccc(NC(=O)NC2(C(=O)NCc3ccco3)CCCCC2)cc1	2%	6%	-2%
COc1ccc(-c2coc3c(C(=O)NCCc4ccccc4)cccc23)c(C)c1	16µM*	/	16µM*
O=C(CCSCc1ccccc1Cl)NC1CCCCC1	9%	0%	-5%
O=S(=O)(c1ccc(Cl)s1)N1CCN(Cc2ccccc2)CC1	?	-1%	16µM*
O=C(CCCN1CCOC(c2ccccc2)C1)c1ccc(F)cc1 (stereo not given)	-19%	6%	-1%
CCOC(=O)C1CCCN(C(=O)C2CCN(Cc3nc(-c4ccc(Cl)cc4)oc3C)CC2)C1 (stereo not given)	?	/	21µM*
Cc1ccc(-c2nc(-c3cc4cccc(OCc5cccc(F)c5)c4oc3=O)no2)cc1	15µM*	2%	13µM*
CC1CCCC(NCC(O)COC(c2ccc(F)cc2)c2ccc(F)cc2)C1C (stereo not given)	5.2µM*	1%	2.6µM*
CCOC(=O)c1[nH]nc2c1C(=O)N(Cc1ccccc1)C2=O	-20%	4%	-15%
C=CCNC(=S)N/N=C(\C)c1ccc(-n2ccnc2)cc1	-23%	1%	-17%
CCN(CCn1cccn1)C(=O)CC1C(=O)NCCN1Cc1ccc(OC)c(OC)c1 (stereo not given)	3%	0%	14%
CCN(CC)S(=O)(=O)c1cc(-c2nnc(-c3ccc(Br)cc3)o2)ccc1Cl	12µM*	2%	18µM*
COCCNC(=O)C(c1ccc(C)o1)N(C(=O)C(=O)NC1CCCCC1)c1ccc(F)cc1 (stereo not given)	7%	0%	-19%
CCOC(=O)c1c(NC(=O)CN2CCN(C(=O)c3ccco3)CC2)sc2c1CCCC2	-13%	7%	-1%
CCCCn1c(N)c(N(CC(C)C)C(=O)C2CCN(S(=O)(=O)c3ccc(C)cc3)CC2)c(=O)[nH]c1=O	-14%	/	-18%
CCN(CC)S(=O)(=O)c1ccc(N)cc1	6%	1%	-3%

Screening data from PubChem BioAssay.
